# TRPC6 inh = mouse TRPC6 channel inhibitors, primary screen, cell-based, HEK293, membrane potential dye. Short transient receptor potential channel 6 (Mus musculus), Q61143. ACh-evoked depolarization; active compounds read low. B-score at 10 µM. 310,000 tested, 1.1% active. AID 2553, 2010;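 active = B-score under library mean minus 3 SD, initial fluorescence not abnormally high, positive integrated signal ratio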;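 note: B-score derived from integrated fluorescence ratio over the kinetic read; more negative B-score means stronger inhibition of depolarization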
# RGS4 act = RGS4 potentiators or activators, primary screen, cell-based, HEK293 M3R inducible RGS4, calcium flux. carbachol calcium flux Fluo4; active compounds read low. B-score at 10 µM. 310,000 tested, 0.92% active;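 active = B-score of the integrated calcium signal more than 4 SD below the library mean, with starting fluorescence not abnormally high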;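 note: negative B-score means reduced calcium response which marks RGS4 activation or potentiation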
#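 Also added: carbachol at ECmax as muscarinic agonist stimulus; Assay system: HEK293 cells with stable M3R and inducible RGS4; Timing: overnight RGS4 induction, 30 min dye load 37 °C, 20 min compound RT; Measured by: Fluo4-AM (2 µM) calcium-flux fluorescence, kinetic read.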
# ANO1 activ = TMEM16A chloride channel activators or potentiators, primary screen, cell-based, HTS | 340,000 tested, 0.3% active | Anoctamin-1 (Mus musculus), Q8BHY3 | AID 623877, 2012 | HEK293 TMEM16A/YFP-H148Q/I152L, iodide quench fluorescence; active compounds read low | B-score at 10 µM;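 active = fluorescence-ratio B-score plate-corrected deviation score at least 3 library SD below zero, with starting fluorescence score within 5 deviations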;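 note: channel opened by trigger with iodide after compound preincubation; score built on the fluorescence ratio of max minus min over baseline; more negative score means more quench and so TMEM16A activation or potentiation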
# Target sequence (Q8BHY3 whole entry, looked up): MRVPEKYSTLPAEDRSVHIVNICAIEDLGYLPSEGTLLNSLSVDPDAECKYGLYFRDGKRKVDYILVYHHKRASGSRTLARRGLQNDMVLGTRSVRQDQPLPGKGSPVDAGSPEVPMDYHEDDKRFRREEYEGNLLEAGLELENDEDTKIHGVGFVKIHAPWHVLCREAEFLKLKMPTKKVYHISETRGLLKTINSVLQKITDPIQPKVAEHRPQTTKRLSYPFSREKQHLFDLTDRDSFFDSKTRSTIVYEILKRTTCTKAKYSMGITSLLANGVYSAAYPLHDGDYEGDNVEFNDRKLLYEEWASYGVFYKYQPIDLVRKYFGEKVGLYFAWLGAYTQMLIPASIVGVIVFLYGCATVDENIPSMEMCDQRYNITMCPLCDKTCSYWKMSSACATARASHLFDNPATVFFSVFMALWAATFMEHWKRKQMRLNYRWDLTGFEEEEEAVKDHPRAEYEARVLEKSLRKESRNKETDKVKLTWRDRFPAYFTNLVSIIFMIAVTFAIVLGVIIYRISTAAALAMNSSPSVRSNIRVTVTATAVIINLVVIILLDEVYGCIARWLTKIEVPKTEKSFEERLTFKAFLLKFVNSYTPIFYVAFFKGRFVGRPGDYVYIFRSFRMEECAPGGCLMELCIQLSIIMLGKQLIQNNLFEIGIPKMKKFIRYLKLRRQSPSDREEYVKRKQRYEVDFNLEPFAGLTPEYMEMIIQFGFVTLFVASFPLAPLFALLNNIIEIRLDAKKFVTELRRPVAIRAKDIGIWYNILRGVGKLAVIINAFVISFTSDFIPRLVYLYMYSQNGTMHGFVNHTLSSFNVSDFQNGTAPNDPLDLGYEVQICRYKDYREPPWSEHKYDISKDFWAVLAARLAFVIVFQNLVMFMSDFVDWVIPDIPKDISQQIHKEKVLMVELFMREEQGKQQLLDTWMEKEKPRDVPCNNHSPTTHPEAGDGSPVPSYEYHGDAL
# MrgX1 allo act = positive allosteric modulators of MrgX1, primary screen, HEK293 cells, Fluo-4 calcium flux; FDSS; active compounds read high; 310,000 tested, 0.63% active; AID 588675, 2011; Mas-related G-protein coupled receptor member X1 (Homo sapiens), Q96LB2; B-score at 10 µM;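 active = plate-corrected calcium response at least 3 library SD above typical, normal starting fluorescence, not activating the receptor alone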;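 note: compound read alongside a low EC10 to EC30 dose of BAM8-22 agonist; peak minus trough fluorescence over baseline measured at the second addition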
# MrgX1 agonist = agonists of human MrgX1 receptor, primary screen, HEK293 cells, Fluo-4 calcium flux; Mas-related G-protein coupled receptor member X1 (Homo sapiens), Q96LB2; Fluo-4 calcium fluorescence, agonist mode; active compounds read high; B-score at 10 µM; 310,000 tested, 0.44% active; AID 588627, 2011;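 active = calcium response B-score plate-corrected fluorescence ratio at least 3 library SD, with starting fluorescence B-score inside 5 SD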
#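 Test system: Stable human MrgX1 HEK293 cell line | Schedule: Overnight plating before 1 h dye loading | Read-out basis: Baseline-normalised fluorescence change ratio, B-scored | Detection: Kinetic calcium dye fluorescence, Fluo-4 NW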
# SKKanGAS inh = S. pyogenes SKKanGAS growth inhibitors in kanamycin, primary screen, streptokinase expression inhibitor project, SKKanGAS strain, BacTiter-Glo luminescence; 6 h; 300,000 tested, 1.3% active; AID 1662, 2009; inhibition, % at 7.5 µM;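 active = mean replicate score, as percent of positive control median, at least 50; inconclusive = mean below 50 but one replicate at or above 50; inactive = mean and every replicate below 50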;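 note: strain carries kanamycin resistance gene driven by streptokinase promoter and grows in 40 µg/ml kanamycin; loss of luminescence reflects streptokinase promoter inhibition or plain growth inhibition; 0% = median of DMSO wells and 100% = positive control at its reference dose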
# ANO1 block = TMEM16A chloride channel inhibitors, primary screen, cell-based, HTS; Anoctamin-1 (Mus musculus), Q8BHY3; normalized B-score (activity score, 25-100; higher = stronger inhibition) at 10 µM; 310,000 tested, 1.2% active; HEK293 TMEM16A/YFP iodide influx fluorescence, ionomycin;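 active = ratio plate-corrected score three or more library SD toward inhibition, starting fluorescence score within five deviations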;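 note: score derived from kinetic fluorescence span divided by baseline fluorescence per well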
# MrgX1 antagonist = antagonists of human MrgX1 receptor, primary screen, HEK293 cells, Fluo-4 calcium flux; Mas-related G-protein coupled receptor member X1 (Homo sapiens), Q96LB2; BAM8-22 antagonism; active compounds read low; B-score at 10 µM; 310,000 tested, 1.3% active; AID 588676, 2011;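 active = calcium-response B-score plate-corrected more than 3 library SD below zero, starting fluorescence within 5 deviations, no agonist response on first addition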;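 note: peak minus trough fluorescence over baseline after final BAM8-22 challenge near maximal dose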
# RGS4 block = RGS4 inhibitors, primary screen, cell-based, HEK293 M3R inducible RGS4, calcium flux; 310,000 tested, 0.45% active; B-score at 10 µM; Fluo-4 calcium flux; active compounds read high; triggered by carbachol at its EC20;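 active = B-score, a plate-corrected calcium signal, over three deviations above library mean, with baseline fluorescence within five deviations of library mean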;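 note: RGS4 expression induced by doxycycline in cells with stable M3 receptor; B-score is computed from the integrated fluorescence ratio over baseline after carbachol; higher B-score means a larger calcium signal and so more RGS4 inhibition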
# TRPC6 act = mouse TRPC6 channel activators, primary screen, cell-based, HEK293, membrane potential dye. HEK293-TRPC6 membrane potential dye fluorescence; active compounds read high. 310,000 tested, 0.13% active. B-score at 10 µM. Short transient receptor potential channel 6 (Mus musculus), Q61143;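 active = B-score of the integrated fluorescence ratio above library mean plus 3 SD, and starting fluorescence ratio within library mean plus 5 SD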;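 note: higher score means more depolarization so channel activation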
# HDAC3 inhib = HDAC3 deacetylase inhibitors, primary screen, biochemical, fluorescence, cell-free homogeneous; Histone deacetylase 3 (Homo sapiens), O15379; recombinant HDAC3, fluorogenic peptide/trypsin coupled; inhibition, % at 8.3 µM; 320,000 tested, 0.15% active; AID 2718, 2010; in the data active = inhibition above about 26%, passing the limit was not always enough; inconclusive = no clear call, values can overlap the other calls
# * = called active by the depositor; i = inactive; ? = inconclusive; . = no result given.
SMILES,TRPC6 inh,RGS4 act,ANO1 activ,MrgX1 allo act,MrgX1 agonist,SKKanGAS inh,ANO1 block,MrgX1 antagonist,RGS4 block,TRPC6 act,HDAC3 inhib
COc1ccc(NS(=O)(=O)c2ccc(C)c(C(=O)N(C)Cc3ccc(C)cc3)c2)cc1,i,i,i,i,i,0.7,i,i,i,i,6.1
COC(=O)[C@@]1(Cc2ccc(OC)cc2)[C@H]2c3cc(C(=O)N4CCCC4)n(CCSCCO)c3C[C@H]2CN1C(=O)c1ccccc1,.,.,.,i,i,.,i,i,.,.,3.4
Cc1ccc(S(=O)(=O)CCC(=O)OCC(=O)N2CC(=O)Nc3ccccc32)cc1,i,i,i,i,i,-14.0,i,i,i,i,0.0
COc1ccc(CNCCSc2nnnn2C)cc1OC,i,i,i,i,i,0.9,i,i,i,i,4.0
CCCCNC(=O)C1CC(c2ccc(C(F)(F)F)cc2)=NO1 (centres undefined),i,i,i,i,i,-2.6,i,i,i,i,-2.4
COc1ccc(C(=O)c2ccccc2)c(OCC(=O)N(C)C)c1,i,i,i,i,i,6.0,i,i,i,i,?
Cc1cccc(NC(=O)CC2C(=O)NCCN2C(=O)Nc2ccc(Cl)cc2)c1 (centres undefined),i,i,i,i,i,4.4,i,i,9.09*,i,5.3
CCC(C)[C@H](NC(=O)NC1CCCc2ccccc21)C(=O)O (some centres undefined),i,i,i,i,i,4.6,i,i,i,i,2.4
COc1ccc(Nc2ccc(N3C(=O)CC(C)C3=O)cc2[N+](=O)[O-])cc1OC (centres undefined),i,i,i,i,i,17.7,i,i,i,i,-10.2
Cc1ccc(-c2nn(CCC#N)cc2C=C(C#N)C#N)cc1,i,i,i,i,i,2.2,i,i,i,i,2.7
CC(C)CC(COCc1cccc(Cl)c1)N1CCN(C(=O)c2ccc(C(F)(F)F)cc2)CCC1=O (centres undefined),i,i,i,i,i,9.1,i,i,i,i,4.5
CCOc1ccc(S(=O)(=O)N(CC(=O)Nc2cc(C)on2)Cc2ccccc2Cl)cc1,i,i,i,i,i,2.6,i,i,i,i,5.5
CCOC(=O)CSc1nc(C2CC2)cc(-c2ccc(Cl)cc2)c1C#N,i,i,i,i,i,24.6,i,i,i,i,6.0
CC(=O)c1csc(COc2cc(Cl)cc(Cl)c2)n1,i,i,i,i,i,0.4,i,i,i,i,-5.0
CCC(C)NC(=O)CSc1ncccc1C(=O)O (centres undefined),i,i,i,i,i,-0.5,i,i,i,i,3.7
Cc1cc(=O)oc2cc(OCC(=O)NCCc3nc4ccccc4[nH]3)ccc12,i,i,i,i,i,1.9,i,i,i,i,-1.5
O=C(c1ccccc1)N1CCN(S(=O)(=O)N2CCOCC2)CC1,i,i,i,i,i,-1.5,i,i,i,i,3.8
CCC(=O)c1c[nH]c(C(=O)NCc2ccco2)c1,i,i,i,i,i,6.5,i,i,i,i,2.3
COC(=O)c1ccc(CSc2cc(C)c3cccc(C)c3n2)o1,i,i,i,i,i,25.5,i,i,i,i,-6.9
Cc1ccc(Cl)cc1NC(=O)Cn1cccc1,i,i,i,i,i,-5.1,i,i,i,i,-0.8
COc1cc([N+](=O)[O-])ccc1NC(=O)CSc1n[nH]c(C(C)C)n1,i,i,i,i,i,2.2,i,i,i,i,3.8
Cc1ccoc1C(=O)Nc1cccc2ccccc12,i,i,i,i,i,-0.1,i,i,i,i,-7.4
COc1ccccc1NC(=O)c1nnn(CC(=O)Nc2cc(C)cc(C)c2)c1N,i,i,i,i,i,6.5,i,i,i,i,0.4
CC1S/C(=N/N=C/c2ccco2)N(Cc2ccc(F)cc2)C1=O (centres undefined),i,i,i,i,i,-1.7,i,i,i,i,0.7
Nc1nc(-c2ccco2)nn1C(=O)c1cccnc1,i,i,i,i,i,-5.1,i,i,i,i,18.4
COc1ccccc1C(=O)NCCC(=O)Nc1cccc(C)n1,i,i,i,i,i,3.0,i,i,i,i,-1.7
O=C(CSc1c[nH]c2ccccc12)N1CCCc2ccccc21,i,i,i,i,i,-2.3,i,i,i,i,-4.6
Cc1ccc(C(=O)N/C(=C\c2ccc(-c3ccc([N+](=O)[O-])cc3)o2)C(=O)NC2CCS(=O)(=O)C2)cc1 (centres undefined),i,i,i,i,i,8.0,i,-4.95*,i,i,-1.4
Cc1nc2cc(Cl)c(Cl)cc2n1-c1ccccn1,i,i,i,i,i,-1.4,i,i,i,i,3.1
COc1ccc(N2C(=O)C(Cl)=C(Nc3c(C)n(C)n(-c4ccccc4)c3=O)C2=O)cc1,i,i,i,i,i,0.8,i,i,i,i,3.2
CCCn1c(CN2CCN(C(=O)OCC)CC2)nc2cc(NC(=O)C(C)C)ccc21,i,i,i,i,i,10.1,i,i,i,i,3.3
COc1ccc(-c2cc(-c3c(O)c(OC)c4occc4c3OC)[nH]n2)cc1,i,i,i,i,i,36.2,i,i,i,i,8.5
O=C(N/N=C/c1ccc(O)cc1O)c1ccc(NC(=O)C2CCCCC2)cc1,i,i,i,i,i,2.1,i,i,i,i,4.8
COc1ccccc1N1CCN(C(=O)C(=O)N/N=C/c2ccccc2F)CC1,i,i,i,i,i,-12.1,i,i,i,i,-5.0
Clc1ccccc1CSc1nc2ccncc2[nH]1,i,i,i,i,i,0.1,i,i,i,i,2.8
S=C(Nc1ccccc1Cl)NC1CCN(Cc2ccccc2)CC1,i,i,i,i,i,19.4,i,i,i,i,-2.0
C=CCSc1ncc(-c2ccccc2)cn1,i,i,i,i,i,11.7,i,i,i,i,4.1
Cc1nc2sccn2c(=O)c1S(=O)(=O)NCCc1ccc(Cl)cc1,i,i,i,i,i,1.7,i,i,i,i,3.5
Cn1cnc2c1c(=O)n(Cc1ccccc1C#N)c(=O)n2C,i,i,i,i,i,-4.5,i,i,i,i,-6.9
CN(C(=O)c1cccc(C(F)(F)F)c1)C1CCCc2ccccc21 (centres undefined),i,i,i,i,i,0.2,i,i,i,i,8.9
CC(=O)Oc1ccc(C(=O)Nc2ccccc2C(=O)Nc2ccc(C(=O)O)cc2)cc1,i,i,i,i,i,6.2,i,i,i,i,-4.1
CCOC(=O)Cc1csc(SCC(=O)Nc2sc3c(c2C(N)=O)CCC3)n1,i,i,i,i,i,-0.3,i,i,i,i,-3.7
CCOC(=O)CNC(=O)COc1ccc(Cl)cc1Br,i,i,i,i,i,5.3,i,i,i,i,18.3
CCN(CC)S(=O)(=O)c1cccc(NC(=O)/C=C/c2ccc([N+](=O)[O-])cc2)c1,i,i,i,i,i,-8.8,i,i,i,i,0.7
CC(=O)Nc1c(C#N)c(C(C)(C)C)cn1C,i,i,i,i,i,-4.2,i,i,i,i,2.1
Cc1ccc(S(=O)(=O)N2CCN(S(=O)(=O)c3cccs3)CC2)cc1,i,i,i,i,i,5.4,i,i,i,i,-1.4
Cc1ccc(NCc2nnc(SCC#N)o2)c(C)c1,i,i,i,i,i,3.8,i,i,i,i,2.8
CCn1cc(C(=O)NC(C)C2CC3CCC2C3)cn1 (centres undefined),i,i,i,i,i,-8.5,i,i,i,i,1.2
N/C(=N\OS(=O)(=O)c1cccc([N+](=O)[O-])c1)c1ccncc1,i,i,i,i,i,4.3,i,i,i,i,-1.9
C/C(=C\COc1cc(=O)[nH]c2ccccc12)CCC(O)C(C)(C)O (centres undefined),i,i,i,i,i,5.1,i,i,i,i,-0.2
Cc1ccsc1CCNC(=O)C1CCC(=O)N(CCc2cccc(F)c2)C1 (centres undefined),i,i,i,i,i,-2.8,i,i,i,i,-2.1
Cc1nn(Cc2ccccc2)c(C)c1NC(=O)CSc1n[nH]c(C)c1[N+](=O)[O-],i,i,i,i,i,-0.2,i,i,i,i,6.8
COCc1nnc(NC(=O)CSCc2ccccc2)s1,i,i,i,i,i,2.3,i,i,i,i,-8.5
CC(=O)c1ccc(O)c(CO)c1,i,i,i,i,i,0.9,i,i,i,i,-2.1
O=c1cc(CN2CCN(Cc3ccccc3)CC2)c2ccc(O)cc2o1,i,i,i,i,i,-2.0,i,i,i,i,-48.3
COc1cccc(NC(=O)Cn2c3ccccc3c3nc4n(c(=O)c32)CCS4)c1,i,i,i,i,i,19.2,i,i,i,i,-5.6
Cc1cc(=O)n2c(c1C#N)SC1CCCCC12O (centres undefined),i,i,i,i,i,-6.3,i,i,i,i,.
CCc1ccc(OCc2n[nH]c(=S)n2C(C)CCCC(C)C)cc1 (centres undefined),i,i,i,i,i,41.8,i,i,i,i,10.8
Cc1cc(C)c(CSc2nnnn2-c2ccc(C(=O)O)cc2)c(C)c1,i,i,i,i,i,3.0,i,i,i,i,3.7
C#CCOCCOCCOCCNc1nc(N2CCN(C(=O)CCCCCCCCCCNC(=O)[C@H](CO)n3cc(CCCSC)nn3)CC2)nc(N2CCN(C(=O)CCCCCCCCCCNC(=O)[C@@H]([C@H](C)O)n3cc(C)nn3)CC2)n1,.,.,.,i,i,.,i,i,.,.,14.0
# (listing goes on)
SMILES,TRPC6 inh,RGS4 act,ANO1 activ,MrgX1 allo act,MrgX1 agonist,SKKanGAS inh,ANO1 block,MrgX1 antagonist,RGS4 block,TRPC6 act,HDAC3 inhib
COc1cccc(C(=O)NNC(=O)CCC(=O)O)c1,i,i,i,i,i,4.7,i,i,i,i,.
c1cc(CNc2ccc3c(c2)OCO3)ccn1,i,i,i,i,i,4.1,i,i,i,i,-9.6
CNc1ccccc1C(=O)OCC(=O)c1ccc(F)cc1,i,i,i,i,i,2.4,i,i,i,i,-2.6
COc1ccc(OCC(=O)Nc2ccc(N3CCN(C(=O)c4ccccc4)CC3)c(Cl)c2)cc1,i,i,i,i,i,15.2,i,i,i,i,11.4
CCOc1cc(N2CCOCC2)c(OCC)cc1NC(=O)COC(=O)[C@@H]1CCCN1S(=O)(=O)c1ccccc1F,i,i,i,i,i,-5.5,i,i,i,i,4.1
O=C(CSc1nnc(-c2ccco2)o1)c1ccc[nH]1,i,i,i,i,i,2.2,i,i,i,i,0.2

# Screening data: PubChem, several laboratories
